# M5 ag: CHRM5 agonism in calcium assay. P08912. CHO-K1 hM5 cells, Fluo-8 calcium fluorescence; 0% DMSO wells, 100% maximal acetylcholine response. activation, % at 3 µM. 360,000 tested, 0.19% active;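 active = activation above the run's mean over test compounds plus 3 SD, cut at about 23% in these data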;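 also: signal is peak over basal fluorescence ratio across the kinetic read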
# Target sequence (P08912 whole entry, looked up): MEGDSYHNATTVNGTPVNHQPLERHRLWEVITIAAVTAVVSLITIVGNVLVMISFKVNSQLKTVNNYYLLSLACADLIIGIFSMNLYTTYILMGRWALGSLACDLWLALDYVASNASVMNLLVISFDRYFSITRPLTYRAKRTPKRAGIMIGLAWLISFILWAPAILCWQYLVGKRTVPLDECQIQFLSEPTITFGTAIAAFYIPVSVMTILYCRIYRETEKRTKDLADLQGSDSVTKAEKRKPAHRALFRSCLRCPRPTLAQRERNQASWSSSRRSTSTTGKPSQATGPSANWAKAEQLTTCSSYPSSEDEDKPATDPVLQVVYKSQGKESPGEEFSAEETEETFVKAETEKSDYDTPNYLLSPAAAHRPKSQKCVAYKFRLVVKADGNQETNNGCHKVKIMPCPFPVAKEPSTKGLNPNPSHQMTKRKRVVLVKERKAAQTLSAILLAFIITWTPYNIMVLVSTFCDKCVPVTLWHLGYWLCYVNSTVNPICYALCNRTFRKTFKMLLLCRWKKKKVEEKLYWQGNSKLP
# CHRM4 antagonist: antagonists of human muscarinic M4 receptor (CHRM4) | 360,000 tested, 0.73% active | inhibition, % at 3 µM | CHO-hM4 cells, ACh EC80, Fluo-8 calcium fluorescence | AID 624125 | P08173;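 active = inhibition above its plate's cutoff, the mean inhibition of sample wells plus 3 SD, cut at about 27% in these data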;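 also: 0% = acetylcholine EC80 with DMSO and 100% = DMSO without agonist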
# Target sequence (P08173 whole entry, looked up): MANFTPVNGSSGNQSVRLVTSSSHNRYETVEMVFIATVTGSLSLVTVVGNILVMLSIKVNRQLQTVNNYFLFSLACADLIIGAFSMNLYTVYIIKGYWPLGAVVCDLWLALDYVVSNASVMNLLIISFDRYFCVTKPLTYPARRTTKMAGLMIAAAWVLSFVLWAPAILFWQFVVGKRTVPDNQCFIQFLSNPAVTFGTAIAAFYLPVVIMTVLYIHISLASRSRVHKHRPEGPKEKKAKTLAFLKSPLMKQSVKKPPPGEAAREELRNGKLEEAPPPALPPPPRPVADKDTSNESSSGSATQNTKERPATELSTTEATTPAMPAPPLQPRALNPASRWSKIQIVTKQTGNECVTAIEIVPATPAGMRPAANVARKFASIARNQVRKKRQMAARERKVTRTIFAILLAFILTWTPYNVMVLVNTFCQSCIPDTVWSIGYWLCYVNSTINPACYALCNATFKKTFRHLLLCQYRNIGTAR
# CRFR2-BP ag: agonists of human CRF-binding protein/CRF-R2 receptor complex | 350,000 tested, 0.46% active | HEK293 CRF-R2/CRF-BP, calcium dye fluorescence (FLIPR); percent of saturating CRF peptide response | activation, % at 13.2 µM;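 active = activation of at least 50%, plus an integration ratio under a set limit after plate pattern correction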;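 also: plate controls were neutral control wells without compound for no effect and CRF at EC100 for full effect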
# M1 antag: human CHRM1 antagonism | P11229 | CHO-K1 hM1, Fluo-8 calcium fluorescence, ACh EC80 antagonist | inhibition, % at 3 µM | 360,000 tested, 1.3% active | AID 588852;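 active = percent inhibition above its own plate's cutoff, namely the mean of that plate's compound wells plus 3 SD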;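 also: peak over basal fluorescence ratio during 140 s after agonist addition; 0% = ACh EC80 plus DMSO and 100% = DMSO alone without agonist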
# M1 PAM: potentiates human M1 receptor response to acetylcholine; P11229; CHO-K1 hM1, Fluo-8 calcium fluorescence, ACh EC20; 0% = ACh EC20, 100% = maximal ACh; activation, % at 3 µM; 360,000 tested, 0.088% active; in the data active = activation above about 19%, passing the limit was not always enough
# CHRM4 PAM: positive allosteric modulators of human muscarinic M4 receptor. P08173. CHO-K1 hM4/Gqi5, Fluo-8 calcium fluorescence, ACh EC20; 0% = ACh EC20, 100% = maximal ACh. activation, % at 3 µM. 360,000 tested, 0.4% active. AID 624126;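 active = activation above its plate's cutoff, the mean activation of sample wells plus 3 SD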; also: some results filed as inactive read as strong as hits
# M5 PAM: CHRM5 positive allosteric modulation | P08912 | CHO-K1 hM5, Fluo-8 calcium, ACh EC20 PAM; 0% = ACh EC20, 100% = ACh EC100 | activation, % at 3 µM | 360,000 tested, 0.3% active | AID 624038;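 active = activation above the run cutoff, the mean activation of all test compounds plus 3 SD, cut at about 18% in these data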
#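 Replicates: One well per compound, no replicates | System: Human M5 receptor in CHO-K1 cells | Benchmarks: Low control EC20 acetylcholine (0%), high control EC100 acetylcholine (100%) | Probe or stimulus: Acetylcholine, EC20 level | Times: Fluo-8 loading 80 min at 37 °C plus 30 min room temperature | Signal: Intracellular calcium via Fluo-8 fluorescence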
# M4 ag: CHRM4 agonism in calcium assay. activation, % at 3 µM. 360,000 tested, 0.14% active. CHO-K1 hM4/Gqi5, Fluo-8 calcium fluorescence; vehicle 0%, full acetylcholine response 100%;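 active = activation above the run mean over all test wells plus 3 SD, cut at about 32% in these data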;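 also: peak over basal fluorescence ratio per well then scaled between controls; 0% = DMSO wells and 100% = acetylcholine at EC100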
# M5 antag: antagonists of human muscarinic M5 receptor (CHRM5); CHO-hM5 cells, Fluo-8 calcium fluorescence, ACh EC80; AID 624040; 360,000 tested, 0.59% active; inhibition, % at 3 µM; P08912;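 active = inhibition above a per-plate cutoff, the mean of that plate's test compounds plus 3 SD, cut at about 27% in these data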;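 also: 0% = acetylcholine EC80 with DMSO and 100% = DMSO without agonist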
# Numbers without * were called inactive; / = not tested or not shown.
cpd	molecule	M5 ag	CHRM4 antagonist	CRFR2-BP ag	M1 antag	M1 PAM
1	CC1(C)NC(=O)N(CNc2cc(Cl)ccc2Cl)C1=O	-6	-2	-1.4	3	0
2	CCC(=O)Nc1ccc(NC(=O)c2ccc3ccccc3c2)cc1	-1	-12	-0.2	-19	9
3	CN(C)S(=O)(=O)c1cccc(C(=O)Nc2ccc(C(=O)Nc3cccc(S(N)(=O)=O)c3)cc2)c1	-3	0	-0.4	14	-9
4	O=C(c1ccc2oc(CCc3ccccc3)nc2c1)N1CCC(O)CC1	-3	-6	-0.2	-5	5
5	Cc1cc(C)n(-c2nc3ccccc3c(=O)n2OCC(N)=O)n1	-1	-3	3.6	-8	6
6	CC1(C)OC(=O)C2=C(C[C@@H](C3CCCC3)O[C@@H]2c2ccc(Cl)cc2)O1	-6	3	/	/	/
7	CC1(C)CC(=O)C(Sc2ccccc2)=C(O)C1	1	-5	-2.7	-19	9
8	CCc1ccc(C(=O)/C=C/Nc2ccc(S(=O)(=O)Nc3onc(C)c3C)cc2)cc1	-1	11	-3.4	9	-3
9	C/C(=N\Nc1nnc(C)c(=O)[nH]1)C(=O)O	-1	-4	-0.5	3	2
10	COC(=O)C1=CN(Cc2ccccc2)C=C(C(=O)OC)C1c1ccc(OC)c(OC)c1	-3	-8	-5.0	-28	10

cpd	CHRM4 PAM	M5 PAM	M4 ag	M5 antag
1	12	-2	1	-7
2	8	3	2	1
3	0	1	-1	2
4	1	-1	2	4
5	5	7	1	-6
6	-9	-7	-2	5
7	17	6	-1	0
8	3	0	0	3
9	2	-1	1	-8
10	4	-2	0	10

# Ordered by the number under M1 PAM (low to high): 6 of the compounds above.
No.	smiles	M5 ag	CHRM4 antagonist	CRFR2-BP ag	M1 antag	M1 PAM	CHRM4 PAM	M5 PAM	M4 ag	M5 antag
3	CN(C)S(=O)(=O)c1cccc(C(=O)Nc2ccc(C(=O)Nc3cccc(S(N)(=O)=O)c3)cc2)c1	-3	0	-0.4	14	-9	0	1	-1	2
8	CCc1ccc(C(=O)/C=C/Nc2ccc(S(=O)(=O)Nc3onc(C)c3C)cc2)cc1	-1	11	-3.4	9	-3	3	0	0	3
9	C/C(=N\Nc1nnc(C)c(=O)[nH]1)C(=O)O	-1	-4	-0.5	3	2	2	-1	1	-8
5	Cc1cc(C)n(-c2nc3ccccc3c(=O)n2OCC(N)=O)n1	-1	-3	3.6	-8	6	5	7	1	-6
7	CC1(C)CC(=O)C(Sc2ccccc2)=C(O)C1	1	-5	-2.7	-19	9	17	6	-1	0
10	COC(=O)C1=CN(Cc2ccccc2)C=C(C(=O)OC)C1c1ccc(OC)c(OC)c1	-3	-8	-5.0	-28	10	4	-2	0	10

# New compounds follow:
cpd	molecule	M5 ag	CHRM4 antagonist	CRFR2-BP ag	M1 antag	M1 PAM
11	N#Cc1ccsc1NC(=O)C1CCN(C(=O)c2ccc(Cl)cc2)CC1	2	-11	0.2	-4	-1
12	CCOC(=O)[C@]12CCC=C1N(Cc1cccc3ccccc13)C(=O)[C@H](CC(=O)NCCCCc1ccccc1)C2	0	4	/	/	/
13	CN(C)c1ccc(CNS(=O)(=O)c2csc(C(N)=O)c2)cc1	0	4	0.7	-3	5
14	O=C(Nc1ccc(S(=O)(=O)N2CCCC2)cc1)c1ccc(Br)o1	0	5	0.0	5	2
15	O=C(NC1CCC(O)CC1)c1cccc2cccnc12 (centres undefined)	-1	2	1.6	-6	2
16	CN(N=Cc1ccc([N+](=O)[O-])cc1)c1ccccn1	-4	-4	0.6	-9	2
17	O=C(CCN1C(=O)C2CC=C(Cl)CC2C1=O)NCc1ccccc1 (centres undefined)	-1	0	-0.8	-17	9
18	CCNC(=O)COC(=O)CCNC(=O)c1ccc(Cl)cc1	0	-1	0.1	2	5
19	O=C(NNc1ccccc1C(F)(F)F)c1cccs1	3	2	-0.6	-1	5
20	C/C(=C\C=C(C#N)C#N)c1cc(C#N)c(N)o1	12	0	64*	8	-9

cpd	CHRM4 PAM	M5 PAM	M4 ag	M5 antag
11	-3	-3	7	0
12	6	0	0	0
13	3	-2	1	9
14	-5	3	0	11
15	0	-3	0	11
16	-2	3	-1	-3
17	6	0	1	0
18	10	1	0	13
19	-11	6	2	-1
20	2	-10	4	2

# Among those listed so far, these contain a thiophene ring, fused or not:
cpd	molecule	M5 ag	CHRM4 antagonist	CRFR2-BP ag	M1 antag	M1 PAM
11	N#Cc1ccsc1NC(=O)C1CCN(C(=O)c2ccc(Cl)cc2)CC1	2	-11	0.2	-4	-1
13	CN(C)c1ccc(CNS(=O)(=O)c2csc(C(N)=O)c2)cc1	0	4	0.7	-3	5
19	O=C(NNc1ccccc1C(F)(F)F)c1cccs1	3	2	-0.6	-1	5

cpd	CHRM4 PAM	M5 PAM	M4 ag	M5 antag
11	-3	-3	7	0
13	3	-2	1	9
19	-11	6	2	-1

# Following part:
cpd	molecule	M5 ag	CHRM4 antagonist	CRFR2-BP ag	M1 antag	M1 PAM
21	Cc1ccnc(NS(=O)(=O)c2ccc(NC(=O)Cc3c(F)cccc3Cl)cc2)n1	-3	5	-0.4	-17	13
22	CCOC(=O)c1c(C)c(C(=O)Nc2cc(F)ccc2F)c(C)n1C	-7	2	-1.6	-4	4
23	CCOc1cc(CNCCc2ccc(S(N)(=O)=O)cc2)ccc1OCc1ccccc1	-4	19	4.1	28	-15
24	CCN(CC)c1c(C)nc2ccc(C(=O)N3CCN(C(=O)c4ccco4)CC3)cn12	0	-5	/	-4	3
25	CCOC(=O)c1sc2ncn(/N=C/N(C)C)c(=O)c2c1C	0	-7	-1.0	-29	9
26	Cc1ccc(S(=O)(=O)N2CCCCC2)cc1NC(=O)Cc1cccs1	2	4	-4.1	-13	7
27	COc1ccccc1CNC(=O)C1CCCN(S(=O)(=O)c2cnc[nH]2)C1 (centres undefined)	1	1	4.8	-17	10
28	COc1ccc([C@H]2CC(=O)C=C(c3ccc4ccn(C)c4c3)C2)cc1	-1	-6	1.7	-3	6
29	Cc1ccc(SCC(=O)Nc2cc([N+](=O)[O-])ccc2O)cc1	10	-2	80*	9	-3
30	CCC1CCCCN1C(=O)CSc1nnc(-c2ccc3c(c2)OCCO3)o1 (centres undefined)	-3	-6	-1.4	-19	-8

cpd	CHRM4 PAM	M5 PAM	M4 ag	M5 antag
21	0	6	0	-2
22	-2	-2	0	-3
23	-20	-16	20	13
24	5	-2	1	6
25	12	-6	3	5
26	8	-2	4	7
27	0	-2	0	-3
28	14	-9	6	-1
29	-3	-7	13	3
30	12	-12	5	-10

cpd	molecule	M5 ag	CHRM4 antagonist	CRFR2-BP ag	M1 antag	M1 PAM
31	COc1cc(-c2cnc3c(NC=O)cc(-c4cccc(NC(C)=O)c4)cn23)cc(OC)c1OC	1	6	/	5	-6
32	COc1ccc(O/C(=N\S(=O)(=O)c2ccccc2)c2ccccc2)cc1	4	-3	-0.5	-2	4
33	Cc1ccc([N+](=O)[O-])cc1S(=O)(=O)N1CCN(C)CC1	-5	-8	-1.2	-4	3
34	CC(Oc1ccc(Cl)cc1Cl)C(=O)Nc1ccc2oc(-c3ccncc3)nc2c1 (centres undefined)	5	4	-0.8	-15	12
35	CCN(CC)S(=O)(=O)c1cccc(C(=O)N[C@H](C(=O)OCC(=O)Nc2ccccc2)C(C)C)c1	-6	10	-0.3	10	-10
36	CC1(C)Cc2ccccc2-c2nnc(SCC(=O)Nc3ccc4c(c3)OCO4)n21	0	5	-2.1	3	3
37	CCOC(=O)C1CCCN(c2nc3ccccc3nc2C(C#N)C(=O)OCCOC)C1 (centres undefined)	-4	1	0.6	-7	1
38	Cc1nc(SCC(=O)Nn2c(-c3ccccc3)nc3ccccc3c2=O)n[nH]1	0	0	-0.2	-15	0
39	CCCCCCCCC(c1nc2ccccc2[nH]1)N1CCN=C(c2ccccc2)C1=O (centres undefined)	-1	3	/	-17	-10
40	CCn1c(=S)[nH]c2cc(S(=O)(=O)N3CCOCC3)ccc21	1	8	-0.7	-2	1

cpd	CHRM4 PAM	M5 PAM	M4 ag	M5 antag
31	-3	-1	7	10
32	4	3	1	-4
33	13	0	2	-3
34	2	-2	1	4
35	-10	-17	9	11
36	-9	-20	7	25
37	0	-2	7	10
38	3	6	0	1
39	-6	-10	5	1
40	2	-1	0	7

cpd	molecule	M5 ag	CHRM4 antagonist	CRFR2-BP ag	M1 antag	M1 PAM
41	CCOC(=O)[C@]12CCCC=C1N(Cc1ccc3c(c1)OCO3)C(=O)[C@H](CC(=O)NCC1CCCCC1)C2	-3	-5	/	/	/
42	CCOC(=O)N1C(=O)NC(=O)C1c1ccccc1 (centres undefined)	1	-14	-2.0	-11	7
43	NC(=O)C1(N2CCCCC2)CCN(C(=S)Nc2cccc(Cl)c2)CC1	-1	5	-1.1	7	-2
44	CCC(C)(C)C1CCc2[nH]nc(C(=O)NCCN3CCOCC3)c2C1 (centres undefined)	-3	1	-1.7	0	-3
45	CN(c1ccc(OCC(=O)OCC(=O)Nc2ccc(OC(F)F)cc2)cc1)S(=O)(=O)c1cccs1	4	12	-0.1	11	-14
46	Cc1cccc(NC(=O)CN(C)C(=O)C2CCCC2)c1C	1	-8	0.0	-5	3
47	O=C1c2ccccc2C(=O)N1CCCON1C(=O)c2ccccc2C1=O	-3	0	-3.9	-13	10
48	COc1ccccc1/C=C/CN1CCCC(CO)(Cc2cccc(Cl)c2)C1 (centres undefined)	-11	24	15	56*	-17
49	CCc1nnc(NC(=O)C2CCCN(c3nc4ccccc4s3)C2)s1 (centres undefined)	3	6	-1.3	-5	-2
50	COc1cc(Nc2cc(C)nc3ncnn23)cc(OC)c1OC	0	-8	1.4	-10	3

cpd	CHRM4 PAM	M5 PAM	M4 ag	M5 antag
41	2	-5	1	-1
42	10	5	-2	14
43	8	-4	1	5
44	4	-8	2	15
45	-9	-20	15	17
46	4	-5	1	2
47	7	-1	1	-2
48	-20	-15	10	18
49	-1	4	2	-6
50	-5	1	1	-3

cpd	molecule	M5 ag	CHRM4 antagonist	CRFR2-BP ag	M1 antag	M1 PAM
51	COc1ccc(NCC(=O)N/N=C/c2c(C)nn(Cc3ccccc3)c2Cl)cc1	-3	3	-1.4	9	-3
52	COc1ccc(F)cc1S(=O)(=O)Nc1cc2c3c(c1)CCN3C(=O)CC2	3	6	1.3	-15	11
53	CCOc1ccc(-c2nnc(-c3snc(-c4ccc(F)cc4)c3N=CN(C)C)o2)cc1	0	5	3.4	-19	7
54	CNC(=O)/C(=C\c1ccco1)NC(=O)c1ccco1	0	-2	-1.4	-10	5
55	CC(C)(C)n1nc2c(c1NC(=O)CCCc1ccccc1)CS(=O)C2 (centres undefined)	1	-15	-1.1	-11	14
56	Nc1cccn2c(-c3ccc(Cl)c(Cl)c3)cnc12	2	5	4.2	-5	10

cpd	CHRM4 PAM	M5 PAM	M4 ag	M5 antag
51	-5	1	1	-2
52	2	1	2	5
53	-3	7	1	-5
54	1	0	0	15
55	1	-5	0	8
56	-1	-2	1	5

# Compound activity deposited in PubChem BioAssay by several laboratories.
